High-throughput results: PubChem BioAssay, several laboratories
HMGR II inh – inhibitors of E. faecalis class II HMGR, primary screen, biochemical, Enterococcus faecalis; HMG-CoA reductase (Enterococcus faecalis, mvaE); purified E. faecalis HMGR, NADPH absorbance 340 nm kinetic; inhibition, % at 10 µM; 190,000 tested, 0.41% active; AID 1066, 2008;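 active = inhibition above a set limit, the median over all tested compounds plus 3 SD, cut at about 9.5% in these data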;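 also: enzyme runs in reverse so mevalonate oxidation gives rising NADPH absorbance; 0% = complete reaction with DMSO and 100% = background rate lacking mevalonate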
G6PDH counter – L. mesenteroides G6PDH inhibitors, counter-screen for G6PDH-coupled screening assays, biochemical, Leuconostoc mesenteroides enzyme | glucose-6-phosphate dehydrogenase [Leuconostoc mesenteroides] | Purified L. mesenteroides G6PDH, diaphorase/resazurin coupled fluorescence, 45 min | inhibition, % at 5 µM | 200,000 tested, 0.12% active | AID 1020, 2008; in the data active = inhibition above about 50%
FLuc inh counter – firefly luciferase enzyme inhibitors, primary screen, artefact control for luciferase-based inhibitor screens, biochemical, luminescence, ATPLite; Luciferin 4-monooxygenase (Photinus pyralis), P08659; 10 min; inhibition, % at 10 µM; 200,000 tested, 1.5% active;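 active = inhibition above about 50% when tested at 10 µM, limit read from the data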
Target sequence (P08659 whole entry, looked up): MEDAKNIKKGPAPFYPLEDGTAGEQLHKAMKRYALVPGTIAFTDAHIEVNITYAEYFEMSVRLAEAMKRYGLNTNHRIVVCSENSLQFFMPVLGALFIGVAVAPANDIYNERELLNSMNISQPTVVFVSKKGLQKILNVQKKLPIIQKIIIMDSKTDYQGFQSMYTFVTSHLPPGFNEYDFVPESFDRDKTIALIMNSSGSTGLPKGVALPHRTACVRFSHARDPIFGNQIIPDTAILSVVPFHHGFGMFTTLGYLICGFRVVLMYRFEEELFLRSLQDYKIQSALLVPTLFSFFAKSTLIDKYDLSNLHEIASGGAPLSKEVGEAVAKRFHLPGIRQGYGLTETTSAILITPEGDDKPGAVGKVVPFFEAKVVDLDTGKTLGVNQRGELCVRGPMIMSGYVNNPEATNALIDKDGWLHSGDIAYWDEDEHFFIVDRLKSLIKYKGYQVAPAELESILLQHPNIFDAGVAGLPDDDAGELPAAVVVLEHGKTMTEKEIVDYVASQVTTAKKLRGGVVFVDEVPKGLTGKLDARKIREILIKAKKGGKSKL
Hsp70 activator – Hsp70 transcriptional activators, primary screen, cell-based, HeLa, Hsp70 promoter luciferase, luminescence, 10 µM; HeLa Hsp70 promoter luciferase reporter; scaled: vehicle 0, proteasome-inhibitor control 100%; activation, % at 10 µM; 200,000 tested, 0.04% active;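 active = activation above the mean across all tested compounds plus 3 SD, cutoff set per campaign, cut at about 5.5% in these data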;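 also: 100% = MG132 at 30 µM as the positive control and 0% = DMSO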
APP 5'UTR act – activators of APP 5'UTR luciferase reporter, primary screen, SH-SY5Y cells. SH-SY5Y APP 5'UTR luciferase reporter, luminescence; zero percent = DMSO vehicle wells. activation, % at 2 µM. 190,000 tested, 1% active. AID 1276, 2008;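 active = activation above a set limit, based on mean plus 3 SD of controls, cut at about 140% in these data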; also: values of inactives mirror those of a sister screen read the other way
APP transl inh – inhibitors of APP translation via 5'UTR reporter, primary screen, APP 5'UTR luciferase, SH-SY5Y cells | SH-SY5Y APP 5'UTR-luciferase reporter, luminescence | inhibition, % at 2 µM | 190,000 tested, 0.82% active | AID 1285, 2008;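 active = inhibition above a set limit, derived from the sample mean plus 3 SD, cut at about 45% in these data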; also: values of inactives mirror those of a sister screen read the other way
FLuc act counter – FLuc activators, initial screening, artefact control for FLuc-dependent activation tests, biochemical, ATPlite luminescence; Luciferin 4-monooxygenase (Photinus pyralis), P08659; ATPlite luciferase biochemical, 10 min; 0 = ATP-free wells, 1 = DMSO control; activation factor at 10 µM; 200,000 tested, under 10 active;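 active = luciferase activation factor, scaled between plate controls, of at least 2 with compound at 10 µM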
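assay system = Luciferase/luciferin detection reagent, cell-free biochemical luciferase assay | also added = ATP substrate | times = 10 min post-reagent at room temperature | measured by = luminescence from luciferase reaction | measure = luciferase activation, seen as luminescence increase over controls | benchmarks = low control with PBS replacing ATP, high control enzyme plus ATP without compound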
NF-kB neuron act – activators of NF-kB expression in neurons, primary screen, cell-based, HTS | human neuronal cells, NF-kB reporter expression; hits give high values | fold change at 12.5 µM | 190,000 tested, 1.6% active | AID 1239, 2008; in the data active = fold change above about 3.3
Redox H2O2 prof – compounds producing H2O2 with reducing agent – biochemical, NIH compound library profiling, artefact control for MLSCN library redox annotation, primary screen. DTT-dependent redox cycling H2O2, phenol red/HRP absorbance; 100% = 100 µM peroxide control, 0% = buffer. activation, % at 10 µM. 200,000 tested, 0.03% active;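 active = activation of at least 50% relative to the plate's high and low controls in the primary single-dose screen; inactive = activation below 50%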;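 also: compound incubated with DTT at 0.8 mM final as the reducing agent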
STAT1 act – STAT1 signaling activators, primary screen, cell-based, HTS, luciferase reporter; activation (% of control), % at 5.5 µM; AID 932, 2007; NIH 3T3 STAT1-luciferase reporter, IFN-gamma, luminescence; 100% = IFN-gamma alone, no compound; 200,000 tested, 2.6% active;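 active = activation above the screen-wide mean activation plus 3 SD, cut at about 130% in these data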;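 also: raw ratio to IFN-gamma control signal so 100% means no change and 0% no light; values of inactives mirror those of a sister screen read the other way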
An asterisk follows results filed as active; x = no result given; & = joins results of further samples.

SMILES	HMGR II inh	G6PDH counter	FLuc inh counter	Hsp70 activator	APP 5'UTR act	APP transl inh	FLuc act counter	NF-kB neuron act	Redox H2O2 prof	STAT1 act
CC(=O)Nc1nc2cc3c(cc2s1)OCO3	-9	-2	7	-0.1	57	-57	0.9	2.2	-0.8	115
O=C1NC(c2ccccc2)=C(c2ccc3ccccc3n2)C(c2ccncc2)N1 (configuration not stated)	-3	-6	-5	-0.1	-16	16	1.1	1	0.7	102
COc1ccc(CCNC(=S)Nc2cccc(C)c2)cc1	-5	6	-7	-0.3	9	-9	1.1	1.1	0.1	108
NC(=O)NC(c1ccccc1)c1cccc2ccccc12 (configuration not stated)	1	12	-2	0.0	-11	11	1	0.94	0.1	100
Cc1cc(C(=O)NCC(=O)OC(C(=O)Nc2cc(C(F)(F)F)ccc2Cl)c2ccccc2)ccc1[N+](=O)[O-] (configuration not stated)	-1	1	0	-0.3	6	-6	1	1.4	0.3	98
Cc1cc(C(F)(F)F)n(-c2nc(C(=O)NNS(=O)(=O)c3ccccc3[N+](=O)[O-])cs2)n1	0	5	-8	0.1	-15	16	1.1	1.1	-0.8	102
COc1ccc(C(=O)N2c3ccccc3CC2C)cc1OC (configuration not stated)	-9	8	-7	-0.1	4	-4	1.1	0.9	3.1	98
O=C(Oc1nsnc1N1CCOCC1)N1CCOCC1	-3	-3	-2	-0.1	2	-2	1	0.98	-0.4	101
N#CC1CC(c2ccccc2)=NN1c1ccccc1[N+](=O)[O-] (configuration not stated)	-6	-1	12	0.3	67	-67	0.9	1.1	-3.6	156*
Cc1ccc(C)c(C(=O)CN2C(=O)NC3(CCCCCCC3)C2=O)c1	0	2	-3	-0.2	-9	9	1	0.94	-0.1	102
CCc1nc2sccc2c(=O)n1N	-9	6	-8	0.0	1	-1	1.1	1.1	-1.1	94
O=c1[nH]c(C2CCCCC2)nc2ccccc12	-2	13	-5	-0.1	-8	8	1.1	1.2	-0.6	105
CSc1nsc(N/N=C/c2ccccc2)c1C#N	1	4	9	-0.3	43	-43	0.9	2	-0.6	92
O=C(COC(=O)CCC1CCCC1)NCc1ccc(Cl)cc1	0	4	-7	-0.2	25	-25	1.1	1.3	0.0	102
CCOC(=O)CNc1nc(C(C)(C)C)nc2c1nnn2Cc1ccccc1Cl	-6	6	-8	-0.2	21	-20	1.1	1.1	-0.5	89
Cc1ccc(C2=NN(CCC(=O)NCc3ccc4c(c3)OCO4)C(=O)CC2)cc1	-1	-14	-4	0.1	-12	12	1	0.9	-0.8	105
CCN1CCN(C(=O)c2nn(-c3ccccc3)c(=O)c3ccccc23)CC1	0	8	-9	-0.1	2	-2	1.1	1.1	0.9	101
COC(=O)c1cc(NC(C)=O)ccc1N1CCOCC1	-6	14	-5	-0.3	-6	6	1	1.1	-2.1	90
CC(NS(=O)(=O)c1ccccc1)C(c1cccs1)N1CCN(c2ccccc2)CC1 (configuration not stated)	-3	-19	-4	-0.3	6	-6	1	1.1	-1.2	101
Cc1cc2ccccn2c1C(=O)c1cc([N+](=O)[O-])cc([N+](=O)[O-])c1	-1	4	-6	-0.1	34	-34	1.1	1	-2.4	97
O=C(NCCCCCCNC(=O)OCCO)OCCO	4	4	-7	0.0	10	-10	1.1	1.1	-0.6	103
CCOC(=O)C(NC(=O)CCC(=O)Nc1ccc(S(N)(=O)=O)cc1)C(O)c1ccccc1 (configuration not stated)	0	12	-2	-0.2	10	-10	1	1.2	-0.7	111
Cc1ccc(-n2nc(C)c(/C=N/n3c(C)n[nH]c3=S)c2Cl)cc1	-5	1	-2	-0.4	15	-15	1	1.1	-1.9	101
c1ccc(CSc2ccc(-c3cccs3)nn2)nc1	12*	-1	34	-0.1	78	-78	0.7	2.5	-0.1	136*
CCOC(=O)c1c(NC(=O)/C=C/c2ccc(C)o2)sc(C)c1C	1	6	-7	-0.1	4	-4	1.1	1.6	4.2	100
O=C(CN1CCN(C(=O)c2cccs2)CC1)NC1CCCCC1	-5	9	2	0.1	-11	11	1	1	1.7	100
Cn1nc(C(=O)Nc2sc3c(c2C#N)CCCC3)ccc1=O	-2	4	41	-0.3	14	-14	0.6	1.8	-0.3	117
COc1ccccc1NC(=O)Nc1cc(NC(=O)Nc2ccccc2OC)c(C)nc1C	-2	3	-11	-0.3	1	-1	1.1	1.4	1.3	100
COc1ccc(NC(=O)CN2CCC(Cc3ccccc3)CC2)cc1S(=O)(=O)N1CCOCC1	1	19	-9	-0.2	-7	8	1.1	1.1	-0.3	84
CCOC(=O)Nc1ccc2c(c1)N(C(=O)OCCN(C)C)c1ccccc1CC2	1&-5	-16&10	-1&1	-0.2&-0.5	17&-13	-17&13	1&1	1&1.6	-0.2&0.3	104&97
COc1ccccc1NC(=O)Nc1nnc(C(C)C)s1	5	12	3	0.3	43	-43	1	1.7	0.5	140*
COc1ccc(-c2cc(-c3ccccc3)nc3ncnn23)cc1	-6	-5	-8	-0.3	-13	13	1.1	0.93	-2.0	92
COc1ccc(CN2C(=O)c3ccccc3C(/C=N/OCc3ccc(Cl)cc3)C2=O)cc1 (configuration not stated)	6	-2	-1	-0.1	5	-5	1	0.91	1.6	101
CC1(C)CC(=O)C2=C(C1)N(N1CCOCC1)C(N)=C(C#N)C2c1cccs1 (configuration not stated)	0	7	0	-0.3	-5	5	1	1.1	-0.3	96
COc1ccc(C)cc1N(C(=O)COc1ccccc1)c1nc2ccccc2s1	-3	-4	-3	-0.4	4	-4	1	0.97	-0.1	91
CCCCC(C(=O)OCC)C(N)Cc1ccc(F)cc1 (configuration not stated)	-1	8	-8	-0.1	8	-8	1.1	1.1	-0.4	85
CCOC(=O)C1CCCN(Cc2ccc(OC)cc2OC)C1 (configuration not stated)	1	-3	-2	-0.1	1	-1	1	1.2	1.3	91
CC1(C)Nc2ccccc2N(CCC(=O)N2CCOCC2)C1=O	-3	15	0	-0.3	9	-9	1	1	1.8	98
c1n[nH]c(NCc2ccc3c(c2)OCO3)n1	1	8	-8	0.2	17	-17	1.1	1	-0.2	90
CNC(=S)N1N=C(c2ccc(C)cc2)CC1c1ccc(OC)c(OC)c1 (configuration not stated)	-3	9	0	-0.3	2	-2	1	3	-0.2	103

Copied from the listing (12 entries):
SMILES	HMGR II inh	G6PDH counter	FLuc inh counter	Hsp70 activator	APP 5'UTR act	APP transl inh	FLuc act counter	NF-kB neuron act	Redox H2O2 prof	STAT1 act
CC(=O)Nc1nc2cc3c(cc2s1)OCO3	-9	-2	7	-0.1	57	-57	0.9	2.2	-0.8	115
O=C1NC(c2ccccc2)=C(c2ccc3ccccc3n2)C(c2ccncc2)N1 (configuration not stated)	-3	-6	-5	-0.1	-16	16	1.1	1	0.7	102
COc1ccc(CCNC(=S)Nc2cccc(C)c2)cc1	-5	6	-7	-0.3	9	-9	1.1	1.1	0.1	108
NC(=O)NC(c1ccccc1)c1cccc2ccccc12 (configuration not stated)	1	12	-2	0.0	-11	11	1	0.94	0.1	100
Cc1cc(C(=O)NCC(=O)OC(C(=O)Nc2cc(C(F)(F)F)ccc2Cl)c2ccccc2)ccc1[N+](=O)[O-] (configuration not stated)	-1	1	0	-0.3	6	-6	1	1.4	0.3	98
Cc1cc(C(F)(F)F)n(-c2nc(C(=O)NNS(=O)(=O)c3ccccc3[N+](=O)[O-])cs2)n1	0	5	-8	0.1	-15	16	1.1	1.1	-0.8	102
COc1ccc(C(=O)N2c3ccccc3CC2C)cc1OC (configuration not stated)	-9	8	-7	-0.1	4	-4	1.1	0.9	3.1	98
O=C(Oc1nsnc1N1CCOCC1)N1CCOCC1	-3	-3	-2	-0.1	2	-2	1	0.98	-0.4	101
N#CC1CC(c2ccccc2)=NN1c1ccccc1[N+](=O)[O-] (configuration not stated)	-6	-1	12	0.3	67	-67	0.9	1.1	-3.6	156*
Cc1ccc(C)c(C(=O)CN2C(=O)NC3(CCCCCCC3)C2=O)c1	0	2	-3	-0.2	-9	9	1	0.94	-0.1	102
CCc1nc2sccc2c(=O)n1N	-9	6	-8	0.0	1	-1	1.1	1.1	-1.1	94
O=c1[nH]c(C2CCCCC2)nc2ccccc12	-2	13	-5	-0.1	-8	8	1.1	1.2	-0.6	105

The listing continues.
SMILES	HMGR II inh	G6PDH counter	FLuc inh counter	Hsp70 activator	APP 5'UTR act	APP transl inh	FLuc act counter	NF-kB neuron act	Redox H2O2 prof	STAT1 act
Cc1ccc(CNC(=O)Cn2c([N+](=O)[O-])cnc2C)cc1	1	-9	-5	0.1	0	0	1.1	1.2	2.0	101
COc1ccc(CCNCc2csc3nc4ccccc4n23)cc1OC	-5	2	-10	-0.1	x	x	1.1	0.9	3.0	87
Cc1cc(C)c(C#N)c(SCS(=O)Cc2ccc(Cl)cc2)n1 (configuration not stated)	2	3	-5	-0.2	5	-5	1	1.1	1.2	99
CN1CCC(=NOc2ccc([N+](=O)[O-])cc2)CC1	0	6	-4	-0.2	75	-75	1	1	-1.1	118
Cc1ccccc1NCC(=O)N/N=C\c1ccc2c(c1)OCO2	-8	8	0	-0.5	19	-19	1	1.2	0.5	106
Cc1cc2oc(=O)cc(COC(=O)Cn3cnnn3)c2cc1C(C)C	1	1	-3	-0.2	1	-1	1	0.92	4.0	103
COc1ccc(C2CC(C(F)(F)F)n3nc(C(=O)N(C)Cc4cn(C)nc4C)c(Cl)c3N2)cc1 (configuration not stated)	-11	0	-4	-0.3	7	-7	1	0.95	1.3	91
Cc1ccn2c(NC(=O)C(C)(C)Oc3ccc(Cl)cc3)c(-c3cccs3)nc2c1	0	6	-6	-0.2	1	-2	1.1	0.5	0.5	103
CCOC(=O)c1c(C)n(C)c2ccc(OC(=O)c3ccc(N4C(=O)CCC4=O)cc3)cc12	-3	-24	-6	-0.1	-2	2	1.1	1	0.3	99
COCCNC(=O)c1onc(CSc2cccc(Cl)c2)c1C(=O)O	3	0	-5	-0.5	3	-3	1	0.97	-4.9	102
CC1CCN(C(=O)c2ccc(CSc3nc4ccncc4n3Cc3ccc(F)cc3)cc2)CC1	-3	17	-6	-0.1	16	-16	1.1	0.91	0.4	93
CCOCCCNC(=O)CNC(=S)N(Cc1ccccc1F)C1CCCCC1	0	0	0	-0.2	-10	10	1	1.2	2.4	105
C=CCCCCc1nc2ccccc2c(=O)n1N	1	13	-2	-0.3	26	-26	1	1.1	-0.1	104
CC(=O)N1CCCc2cc(S(=O)(=O)Nc3ccc(C)cc3C)ccc21	-1	21	-3	-0.5	-3	3	1	1.1	1.2	94
N#Cc1cnn2c3c(cnc12)C(=O)N1CCc2ccccc2C1C3 (configuration not stated)	-4	1	-8	-0.2	-8	8	1.1	0.94	-0.3	99
